USP2a inh: USP2a (human) protease inhibition. AID 927. O75604. USP2a enzymatic assay, qHTS inhibition. Potency, µM (doses to about 38.3 µM), without a hit: top-dose activity change, negative = inhibition, usual class: inhibitors. 0.1% of 60,000 active;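 also: potency is read from the fitted curve at half-maximal effect; nearly all actives have a fitted effect of over 60% in size; plate controls were DMSO for no effect and NEM full inhibition control for full effect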
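USP2 core (20 nM final) was preincubated with compound for 30 min at RT in 20 mM Tris-HCl pH 8.0, 2 mM CaCl2, 2 mM beta-mercaptoethanol; Ub-PLA2 (20 nM) plus NBD C6-HPC (20 uM) then added, fluorescence read after 2.5 h.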
4MU fluor: 4-MU region autofluorescence; compound autofluorescence, 340/450 nm, 4-MU equivalents; stronger effect = higher value; max dye-equivalent concentration, M; 11% of 59,000 active; AID 589; in the data active = max dye-equivalent concentration above about 10 nM; inconclusive = mostly about 1.1 nM to 9.6 nM
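Intrinsic fluorescence at 340/450 nm (ex/em) was read after 15 min at room temperature in pH 8.0, 100 mM Tris. Each compound concentration expressed as 4-MU-equivalent concentration from a six-point 4-MU standard series on each plate.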
UbGFP stabilizer: ubiquitin-GFP accumulation via proteasome inhibition; Ubiquitin-GFP reporter cells, proteasome inhibition, GFP fluorescence; response scale: untreated = 0%, 10 µM MG-132 = 100%; Potency, µM (top dose mostly 45.9 µM), for the others: at the top dose activation (GFP accumulation), hits mostly activators; 67,000 tested, under 10 active; AID 526; active = well fitted activation curve with a large enough effect, not every such curve was filed as active; inconclusive = small, poorly fitted or top-dose-only effect, or another doubt; inactive = no such curve, though single readings can be large or run the other way; also: potency is read from the fitted curve at half-maximal effect
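GFP accumulation read-out: laser plate cytometry counting ubiquitin(G76V)-GFP-expressing U2OS cells after 4 hr compound exposure at 37 °C. Titrations spanned 46 uM to 2.9 nM; 0% = basal, 100% = 10 uM MG-132; concentration-response curves fitted.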
HEK293 cAMP cs: parental HEK293 cAMP activation (counter-screen); 2.5% of 73,000 active; Potency, µM (top dose mostly 57.1 µM), for inactives: at the top dose activation, usual class: activators; AID 938; parental HEK293 CNG cAMP sensor, membrane potential fluorescence; also: potency is read from the fitted curve at half-maximal effect; % of control where 0% means no effect; nearly all actives have a fitted effect of over 55% in size
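Parental HEK 293 cells stably expressing a modified CNG channel (no TSHR) report cAMP rise as membrane depolarization. Membrane potential dye with 100 uM RO 20-1724 was loaded for 60 min at room temperature, then compound added for 30 min; fluorescence read at 590 nm.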
Casp7 inh: caspase-7 (human) inhibition, allosteric or competitive. Potency, µM (titrated, usually from 57.5 µM), inactives show top-dose activity change, negative = inhibition, usual class: inhibitors. P55210. 0.02% of 75,000 active. AID 889. recombinant caspase-7, Ac-DEVD-AFC fluorescence rate; active = well fitted inhibition curve with a large enough effect in the main read-out, with a control signal flat, not every such curve was filed as active; inconclusive = small, poorly fitted or top-dose-only effect, or a change in a side signal; also: potency is read from the fitted curve at half-maximal effect; % of control where 0% means no effect
BRCT inh green: blocks human BRCA1 BRCT binding to phosphopeptide, green readout | BRCA1 BRCT-phosphopeptide binding, green fluorescence polarization | Potency, µM (titrated, usually from 76.9 µM), for inactives: top-dose activity change, negative = inhibition, hits mostly inhibitors | 0.05% of 75,000 active | AID 875;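 also: potency is read from the fitted curve at half-maximal effect; plate controls were peptide without protein for full effect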
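Compounds were incubated for 12 min at room temperature with a complex of 100 nM fluorescein-tagged pBACH1 decapeptide and 250 nM His-tagged BRCT protein. Buffer was phosphate pH 7.3 with EDTA, DTT and Tween 20. Disruption of binding lowers the polarization signal.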
A350 fluor: compounds fluorescent in Alexa 350 spectral region | Compound autofluorescence, 340/450 nm, Alexa 350 dye-equivalents; stronger effect = higher value | max dye-equivalent concentration, M | 11% of 59,000 active; in the data active = max dye-equivalent concentration above about 10 nM; inconclusive = mostly about 1.1 nM to 9.6 nM
BRCT PPI red: inhibitors of human BRCA1 BRCT-phosphoprotein interaction (red fluorophore); 0.03% of 75,000 active; Potency, µM (highest dose often 76.9 µM), without a hit: at the top dose activity change, negative = inhibition, most hits filed as inhibitors; BRCT-phosphopeptide binding, red fluorescence polarization; P38398; also: % is scaled to controls: 0 for no effect and ±100 for the full control effect
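Rhodamine-labelled pBACH1 10-mer (100 nM) bound to BRCT domain (100 nM) at pH 7.3; compounds incubated 12 min room temperature, polarization read. Free peptide defines full inhibition; unlabelled decapeptide titrated as control.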
GFP derepression: derepresses silenced GFP locus in mouse C127i cells | Potency, µM (series often up to 46.1 µM), for inactives: top-dose GFP derepression (activation) | 0.09% of 68,000 active | mouse C127i GFP locus derepression, cytometry, 30 h; also: % of control where 0% means no effect
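Derepression screen: silenced CMV-GFP reporter in murine C127i cells, 30 h compound incubation at 37 C, washed cells imaged by laser-scanning cytometer to enumerate GFP-expressing objects of 20 to 120 um.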
Caspase-1 inhib: caspase-1 (human) inhibition, allosteric or competitive; P29466; 0.03% of 75,000 active; AID 900; Potency, µM (top dose mostly 57.5 µM), for the others: at the top dose activity change, negative = inhibition, hits mostly inhibitors; Caspase-1 enzyme, Ac-WEHD-AFC fluorogenic rate;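 also: potency is read from the fitted curve at half-maximal effect; plate controls were vehicle for no effect and no substrate for full effect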
Fluorescein fluor: compound fluoresces in the fluorescein spectral region; 0.91% of 59,000 active; AID 593; Compound autofluorescence, 480/540 nm, fluorescein-equivalent; stronger effect = higher value; max fluorescein-equivalent concentration, M; in the data active = max fluorescein-equivalent concentration above about 10 nM; inconclusive = between about 1.1 nM and that limit
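Each compound is tested across a concentration series in 100 mM Tris buffer at pH 8.0. After 15 min at room temperature, plates are imaged with 480 nm excitation and 540 nm emission filters, and intensities are converted to fluorescein-equivalent values.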
* = called active by the depositor; i = inactive; ? = inconclusive; · = not tested or not shown; [ ] = remark or other dose. Unless noted, calls follow the shape of the dose curve; as a rule, active = well fitted curve in the direction sought with a large enough effect; inconclusive = small, poorly fitted or top-dose-only effect, or another doubt; inactive = no such curve, though single readings can be large; an effect the other way counts as inactive or inconclusive.

SMILES	USP2a inh	4MU fluor	UbGFP stabilizer	HEK293 cAMP cs	Casp7 inh	BRCT inh green	A350 fluor	BRCT PPI red	GFP derepression	Caspase-1 inhib	Fluorescein fluor
O=C(c1ccc(NS(=O)(=O)c2ccccc2)cc1)N1CCN(Cc2ccc3c(c2)OCO3)CC1	44%[activator]	i	4%	8%	1%	0.5%	i	-2.7%	0%	-1%	?
CC(C)c1nnc(NC(=O)c2cccs2)s1	·	·	-6%	6%	1%	0.0%	·	-0.6%	·	-1%	·
c1ccc(SCc2nc(-c3ccncc3)no2)cc1	3%	i	3%	10%	-1%	-0.7%	i	-0.4%	5%	-2%	?
Cc1nn(-c2ccccc2)c2[nH]c(C(F)(F)F)cc(=O)c12	-7%	i	-7%	3%	-2%	-1.1%	i	-0.8%	-3%	-1%	?
COc1ccc(C(C)NC(=O)C2C(=O)NC3(C)CC2c2ccccc2O3)cc1 (stereo not drawn)	16%	i	-5%	14%	-2%	-0.9%	i	0.6%	5%	-3%	i
COc1ccc(NC(=O)CSc2nc3c(c(=O)n2-c2ccc(F)cc2)SCC3)cc1	·	·	0%	10%	2%	-2.2%	·	1.4%	·	-1%	·
COCCn1c(SCC(=O)N2CCCCC2)nc2ccccc2c1=O	9%	i	-1%	20%	1%	0.2%	i	-0.4%	1%	2%	i
CCC(=O)Nc1ccc(-c2nn3c(C)nnc3s2)cc1C	-6%	i	-1%	6%	-1%	1.7%	i	-1.3%	0%	3%	i
COc1ccc(C2C(C(=O)O)c3ccccc3C(=O)N2C)cc1Br (stereo not drawn)	-5%	i	16%	8%	0%	-0.7%	i	-0.9%	0%	0%	i
CCc1nc(C)cn1S(=O)(=O)c1cc(OC)c(C)cc1C	·	i	-5%	?	2%	0.0%	i	0.7%	0%	-2%	i
CC1(C)C(=O)C2(CCCCC2)C(=O)OC1c1cccs1 (stereo not drawn)	-2%	i	-5%	10%	1%	-0.1%	i	0.3%	4%	-5%	i
Cc1ccc2c(c1)c1cccc3c1n2CCN3CCC(N)=O	28%	·	-3%	-23%	-10%	4.6%	·	0.4%	-2%	?	·
O=C(CCCn1c(=S)[nH]c2ccccc2c1=O)N1CCOCC1	-7%	i	4%	4%	1%	0.4%	i	0.0%	0%	0%	i
COC(=O)c1ccc(N2C(=O)CC(SCCN)C2=O)cc1 (stereo not drawn)	·	·	·	-27%	0%	-1.2%	·	-1.1%	·	-1%	·
Cc1cc(C)n(Cc2cccc(F)c2)c(=O)c1C#N	-1%	i	17%	6%	1%	-2.6%	i	-1.3%	10%	4%	i
CN1CCN(CCCNC(=O)c2cn(C)c3ccc(S(=O)(=O)N(C)C)cc3c2=O)CC1	·	·	17%	?	0%	2.8%	·	-5.2%	10%	1%	·
O=C1CC(c2nc3ccccc3[nH]2)CN1c1ccccc1F (stereo not drawn)	·	·	-2%	-3%	1%	-0.2%	·	2.1%	·	3%	·
CCc1c(C)nc(N)n2c(SCC(=O)N3CCCC(C)C3)nnc12 (stereo not drawn)	0%	i	-2%	3%	1%	1.0%	i	-1.1%	-4%	-2%	i
Cc1cc(C)nc(N2CCCC(C(=O)Nc3nnc(C)s3)C2)n1 (stereo not drawn)	-1%	i	-4%	13%	-2%	-0.1%	i	-0.4%	0%	3%	i
CCOC(=O)Cc1csc(NC(=O)CN(C)S(=O)(=O)c2cccc3cccnc23)n1	·	·	-3%	?	-1%	-2.3%	·	-0.5%	·	-1%	·
CCOc1ccc2nc(NS(=O)(=O)c3ccc4c(c3)n(C)c(=O)n4C)sc2c1	4%	1.8e-08M*	6%	19%	-27%	59%[activator]	1.9e-08M*	0.6%	14%	?	1.2e-08M*
Cc1cc(-n2c(C)cc(C(=O)CSc3nnnn3-c3ccccc3)c2C)no1	11%	i	-7%	24%	-3%	0.9%	i	1.6%	0%	-5%	?
O=C(COc1ccccc1)Nc1ccc(Cl)c(-c2nc3ncccc3o2)c1	6%	i	0%	?	-1%	-1.8%	i	1.3%	1%	1%	i
O=C(Cc1ccccc1)Nc1ccccc1N1CCN(c2ccccc2)CC1	·	i	-3%	?	-1%	-1.2%	i	-1.7%	2%	-8%	i
NC(=O)C1CCN(c2nc(-c3ccccc3)nc3c2oc2ccccc23)CC1	3%	i	·	-19%	-4%	-1.7%	i	-0.1%	4%	-2%	i

3 entries already listed, ordered by the number in Caspase-1 inhib, descending.
smiles,Caspase-1 inhib
COC(=O)c1ccc(N2C(=O)CC(SCCN)C2=O)cc1 (stereo not drawn),-1%
c1ccc(SCc2nc(-c3ccncc3)no2)cc1,-2%
CC1(C)C(=O)C2(CCCCC2)C(=O)OC1c1cccs1 (stereo not drawn),-5%

(list continues)
SMILES	USP2a inh	4MU fluor	UbGFP stabilizer	HEK293 cAMP cs	Casp7 inh	BRCT inh green	A350 fluor	BRCT PPI red	GFP derepression	Caspase-1 inhib	Fluorescein fluor
Cc1ccc(S(=O)(=O)N[C@H]2COC(=O)C/C=C\[C@@H](C)[C@H](NS(=O)(=O)c3ccc(C)cc3)COC(=O)C/C=C\[C@H]2C)cc1	·	·	·	-6%[11.4 µM]	-3%[11.5 µM]	-4.3%[15.4 µM]	·	-1.9%[15.4 µM]	·	-1%[11.5 µM]	·
CCOC(=O)c1c(C)c(C)n2c1NC(=O)C2	·	i	3%[9.17 µM]	12%[11.4 µM]	-2%[11.5 µM]	3.2%[15.4 µM]	i	1.8%[15.4 µM]	-2%[9.22 µM]	2%[11.5 µM]	?
CCOC(=O)C1C(=O)CC(C)(O)C(C(=O)OCC)C1c1ccc2c(c1)OCO2 (stereo not drawn)	8%	·	22%	3%	1%	-2.9%	·	-0.9%	-2%	-1%	·
CNC(=O)c1cccc(N2CCCC2=O)c1	2%	i	2%	2%	0%	2.5%	i	-0.2%	-3%	-1%	i
c1ccc(-c2ccc(N3CC4(CCNCC4)C3)cc2)cc1	130%[activator]	i	-7%	-38%[inhibitor]	-2%	-2.1%	i	-1.6%	-5%[9.22 µM]	-4%	i
COc1ccccc1-c1cc(C(=O)Nc2c(C)n(C)n(-c3ccccc3)c2=O)no1	8%	i	-14%	7%	-1%	-1.9%	i	-4.0%	-3%	2%	i
Cc1cccc(C2Nc3ccccc3C(=O)N2CCc2ccccc2)n1 (stereo not drawn)	1%	·	-16%	?	-4%	3.1%	·	-1.9%	-4%	-5%	·
CC1CC2(C)Oc3ccccc3C3OCC1(CO)C(C)C32 (stereo not drawn)	8%	i	4%	-5%	0%	-0.7%	i	1.4%	-3%	0%	?
O=S(=O)(NCC1CCCO1)c1ccc2c(c1)OCCO2 (stereo not drawn)	-3%	i	5%	4%	0%	-1.6%	i	-1.3%	3%	0%	i
Clc1ccc(OCc2nn3c(C4CCCCC4)nnc3s2)c(Cl)c1	-4%	?	-2%	32µM*	-6%	0.4%	?	-1.8%	2%	-5%	i
O=C(C1CCCN1S(=O)(=O)c1ccc(Cl)cc1)N1CCOCC1 (stereo not drawn)	-4%	i	2%	-2%	-1%	-0.2%	i	0.9%	5%	1%	i
CCN1C(=O)[C@H]2[C@H]3[C@H](O)[C@H](O)C/C(=N/NC(=O)OCc4ccc(OC)cc4)[C@@H]3CC[C@@H]2C1=O	·	·	·	-1%[11.4 µM]	1%[11.5 µM]	-1.1%[15.4 µM]	·	-0.4%[15.4 µM]	·	-6%[11.5 µM]	·
O=C(Nc1ccccc1C(=O)NCCN1CCOCC1)c1ccco1	3%	i	-1%	1%	0%	-0.9%	i	-3.2%	3%	-2%	i
COc1ccc(CCNC(=O)C2CCN(S(=O)(=O)c3c(C)noc3C)CC2)cc1OC	2%	i	-8%	2%	0%	0.1%	i	-0.6%	0%	-1%	i
CCCCCCOc1cccc(N)c1	-2%	i	-5%	-33%[inhibitor]	-1%	-0.4%	i	0.0%	-3%	0%	i
CCOC(=O)N1CCN(CC(=O)Nc2ccc(C)cc2)CC1	8%	·	-4%	10%	1%	-2.5%	·	-3.0%	0%	-1%	·
O=C(CCC1=NS(=O)(=O)c2ccccc2N1)NC1CCCCCCC1	0%	i	-7%	5%	1%	-2.5%	?	-1.5%	-1%	0%	i
CCCNC(=O)NC(=O)CSc1nnc(-c2ccncc2)n1CC	-1%	2.2e-08M*	3%	-4%	-2%	-0.5%	1.9e-08M*	-0.9%	0%	-6%	i
CC(=O)C1C(c2ccc(Cl)cc2)NC(=O)NC1(O)C(F)(F)F (stereo not drawn)	·	·	7%	-5%	0%	-1.5%	·	-1.5%	·	-1%	·
N=c1sccn1CC(=O)Nc1cccc(Oc2ccccc2)c1	15%	i	5%	1%	0%	-0.9%	i	-0.4%	0%	2%	?
CCOc1ccccc1NC(=O)c1cccc(NC(=O)c2ccco2)c1	18%	i	0%	30%	2%	-1.7%	i	-1.3%	6%	-1%	?
O=C(O)COCC(=O)Nc1ccc2c(c1)CCC2	-3%	i	-2%	12%	2%	-2.0%	i	0.2%	-1%	0%	i
CCOc1ccc(OCC)c(NC(=O)C2CCCN(S(=O)(=O)c3cccs3)C2)c1 (stereo not drawn)	13%	i	0%	9%	-2%	-0.5%	i	0.0%	1%	-4%	i

Screening data from PubChem BioAssay.

Some of the compounds tested (hit frequency here may not be typical).
